CD40 NFkB inh – CD40 pathway inhibition in BL2 cells; BL2 NF-kB luciferase reporter, CD40L-induced, 4 h; inhibition, % at 10 µM; 83,000 tested, 0.94% active;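 active = mean inhibition of at least 50% with a set share of replicates also reaching that level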;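 note: 0% = neutral control wells and 100% = IKK inhibitor VII at 50 µM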
* = called active by the depositor; [ ] = remark or other dose.

item	Molecule	CD40 NFkB inh
1	Cc1ccc(Cl)cc1NC(=O)COC(=O)CC(C)(C)C	12.2
2	O=C(NCc1cccnc1)c1cn(-c2ccccc2)nc1-c1cccs1	-26.9
3	O=C(NC1CCCCC1)C1CCCN(S(=O)(=O)c2cccc3cccnc23)C1 (stereo not drawn)	11.4
4	CCN(CC(=O)Nc1ccc(OC)cc1)C(=O)c1ccc(NS(=O)(=O)c2ccc(C(C)=O)cc2)cc1	-29.4
5	CC1(C)Cc2c(cnn2-c2ccccc2)C(NC(=O)CCCN2CCCC2=O)C1 (stereo not drawn)	3.4
6	Cc1cc(NC(=O)CC23CC4CC(C2)CC(CC(=O)Nc2cc(C)on2)(C4)C3)no1	6.1
7	Cc1ccc(NC(=O)COC(=O)c2ccc(-n3cnnn3)cc2)c(Br)c1	-0.9
8	CO[C@@H](CN(C)C(=O)C1CCOCC1)[C@H](C)CN([C@H](C)CO)S(=O)(=O)c1ccccc1	-2.5[25 µM]
9	O=C(Cc1cccs1)Nc1ccc(-c2nnc(-c3ccco3)o2)cc1	-3.0
10	O=C(COC(=O)c1ccco1)Nc1ccc(N2CCOCC2)cc1	-8.1
11	Cn1cccc1C(=O)OCC(=O)NCc1ccc2c(c1)OCO2	-16.8
12	C[C@H]1CN([C@@H](C)CO)C(=O)Cc2cc(NC(=O)c3ccncc3)ccc2O[C@H]1CN(C)C(=O)Nc1ccc(F)cc1	-4.0[25 µM]
13	Cc1cccc(C(=O)Nc2ncc(CN3CCOCC3)s2)c1	-3.8
14	CN1CCN(C(=O)c2cnn3c(C(F)(F)F)cc(-c4cccs4)nc23)CC1	-1.2
15	CN(C)C=Nc1nonc1-c1ncn[nH]1	4.8

Remaining list, next part.
item	Molecule	CD40 NFkB inh
16	Cc1ccsc1C(=O)N1CC=C(c2ccccc2)CC1	-30.8
17	COCC(=O)Nc1ccc2c(c1)[C@H]1C[C@H](CC(=O)N[C@@H](C)c3ccccc3)O[C@H](CO)[C@H]1O2	-2.3[25 µM]
18	Cc1c(C(=O)Nc2cc(S(=O)(=O)N3CCOCC3)ccc2N2CCOCC2)oc2ccccc12	3.2
19	O=C(OCCCC(=O)N1CCOCC1)c1ccccc1	-6.0
20	O=C(Nc1ccccc1)O/N=C(\c1ccccc1)c1ccccn1	-38.9
21	COc1ccc(OC)c(Nc2nc(C3CC3)nc3c2nnn3Cc2ccccc2)c1	9.4
22	COc1ccc(C(=O)COc2ccc(NC(C)=O)cc2)cc1	-11.9
23	CC(Sc1nnnn1C)C(=O)NC1CCCC1 (stereo not drawn)	0.3
24	O=C1CC(c2ccccc2)n2nc(NC(=O)c3cccnc3)nc2N1 (stereo not drawn)	2.5
25	CN(CC(=O)Nc1ccc(F)c(F)c1F)C(=O)CCc1nc2sc3c(c2c(=O)[nH]1)CCCC3	9.0
26	C[C@H](CO)N1C[C@H](C)[C@@H](CN(C)C(=O)Cc2ccccc2)Oc2ncc(C#CC3(O)CCCC3)cc2C1=O	-27.8[25 µM]
27	CCN(C(=O)COC(=O)c1ccc2ccccc2n1)c1c(N)n(Cc2ccccc2)c(=O)[nH]c1=O	-6.1
28	COc1ccc(S(=O)(=O)N2C[C@H](O)COC[C@@H]3O[C@H](CC(=O)N[C@@H]4CCN(Cc5ccccc5)C4)CC[C@H]32)cc1	-0.5[25 µM]
29	CC(=O)c1cc2c(cc1NC(=O)C1CN(C(C)=O)c3ccccc3O1)OCO2 (stereo not drawn)	-10.9
30	COc1ccc(-n2nnnc2CNC(=O)c2ccc(S(=O)(=O)N3CCOCC3)cc2)cc1	2.7

Filtered by structure, those above containing fluorine
item	Molecule	CD40 NFkB inh
12	C[C@H]1CN([C@@H](C)CO)C(=O)Cc2cc(NC(=O)c3ccncc3)ccc2O[C@H]1CN(C)C(=O)Nc1ccc(F)cc1	-4.0[25 µM]
14	CN1CCN(C(=O)c2cnn3c(C(F)(F)F)cc(-c4cccs4)nc23)CC1	-1.2
25	CN(CC(=O)Nc1ccc(F)c(F)c1F)C(=O)CCc1nc2sc3c(c2c(=O)[nH]1)CCCC3	9.0

Further compounds follow:
item	Molecule	CD40 NFkB inh
31	COCC#Cc1ccc2c(c1)O[C@@H](CN(C)C(=O)COC)[C@@H](C)CN([C@H](C)CO)S2(=O)=O	6.9[25 µM]
32	O=C(c1cccnc1)N1CC(=O)N2[C@H](C1)[C@H](c1ccc(-c3ccccc3F)cc1)[C@@H]2CO	-2.4[25 µM]
33	COc1ccc2[nH]c3c(c2c1)CCN1C(=O)N([C@@H](C)C(=O)NC2CC2)C(=O)[C@]31C	-2.8
34	CSCC[C@H](NC(=O)Nc1cccc(C(F)(F)F)c1)C(=O)O	3.2
35	COc1ccc([C@@H]2Sc3ccccc3N(CCN(C)C)C(=O)[C@@H]2OC(C)=O)cc1	9.6
36	O=C(c1cc(Br)ccc1OC(F)F)N1CCN2CCCC2C1 (stereo not drawn)	8.9
37	CN(Cc1cn(C)nc1-c1cccc(Cl)c1)CC1CCCCO1 (stereo not drawn)	0.4
38	CCCCN(C)CCC(=O)Nc1ccc(Cl)cc1	-8.5
39	O=C(OCc1nc2ccccc2s1)c1ccco1	-20.2
40	COc1cc2nnn(-c3ccncc3)c2cc1OC	-5.3
41	Cn1cnnc1-c1cccc(NS(=O)(=O)c2ccc(N3CCCC3=O)cc2)c1	11.3
42	CCCSc1nsc(SCCC)c1C(N)=O	5.3
43	Cc1csc(NC(=O)C(C)Oc2ccc(Cl)cc2C)n1 (stereo not drawn)	-22.5
44	CCN(CC)Cc1cc(O)c(CN(CC)CC)cc1O	0.6
45	C[C@H](CO)N1C[C@H](C)[C@H](CN(C)C(=O)c2ccc3ccn(C)c3c2)OCc2cnnn2CCCC1=O	4.6[25 µM]

Five entries drawn at random from those above:
item	Molecule	CD40 NFkB inh
44	CCN(CC)Cc1cc(O)c(CN(CC)CC)cc1O	0.6
42	CCCSc1nsc(SCCC)c1C(N)=O	5.3
45	C[C@H](CO)N1C[C@H](C)[C@H](CN(C)C(=O)c2ccc3ccn(C)c3c2)OCc2cnnn2CCCC1=O	4.6[25 µM]
41	Cn1cnnc1-c1cccc(NS(=O)(=O)c2ccc(N3CCCC3=O)cc2)c1	11.3
40	COc1cc2nnn(-c3ccncc3)c2cc1OC	-5.3

(further entries)
#	structure	CD40 NFkB inh
46	Cc1c(CCOC(=O)CC23CC4CC(CC(C)(C4)C2)C3)sc[n+]1Cc1ccc([N+](=O)[O-])cc1	-2.4
47	C/C=C/c1ccccc1[C@H]1[C@@H](C#N)N(c2ncc(CC)s2)[C@@H]1CO	2.0[25 µM]
48	Cc1cnc(CNC(=O)c2ccc3oc(Cc4ccc(Cl)cc4)nc3c2)cn1	-6.6
49	CCOC(=O)c1c(N)sc2c(O)c(Br)ccc12	7.1
50	CN(C(=O)COC(=O)c1ccccc1SCC(=O)N1CCCC1)C1(C#N)CCCCC1	-10.8
51	Cc1ccc(S(=O)(=O)c2nnn3c2nc(N2CCCCC2)c2ccccc23)cc1	-0.8
52	Cc1cc(Nc2nc3c(c(=O)n(C)c(=O)n3C)n2C)n(-c2ccc(Cl)cc2)n1	-4.9
53	COc1ccc(CCN2CC(C(=O)N(C)Cc3ccc(C)o3)CCC2=O)cc1 (stereo not drawn)	-50.2
54	c1ccc(N2CCN(c3nc4ccccc4n4nnnc34)CC2)cc1	-21.5
55	C[C@H]1CN([C@@H](C)CO)C(=O)c2ccccc2-c2ccccc2CO[C@H]1CN(C)Cc1cccc(C(=O)O)c1	6.1[25 µM]
56	Cc1cccc(N(CC(=O)NCc2ccc(F)cc2)C(=O)c2csnn2)c1C	6.0
57	CCOc1ccc(C(C)=O)cc1COC(=O)c1cc([N+](=O)[O-])ccc1N1CCOCC1	-21.5
58	O=C(c1ccco1)c1coc2c1cc(O)c1ccccc12	-43.9
59	Cc1ccc(N2CC(C(=O)N3CCN(c4ccccn4)CC3)CC2=O)cc1 (stereo not drawn)	-0.9
60	Cc1[nH]c(-c2ccc(F)cc2)cc1C(=O)N1CCN(c2ccccc2)CC1	2.8
61	Cc1csc(=O)n1CCC(=O)OCC(=O)Nc1ccc(Cl)cn1	7.4
62	CCN1CCc2nc3ccccc3c(C(=O)Nc3ccc(C#N)cc3)c2C1	16.9
63	C/C=C/c1ccc(OCC(O)CN2CCCCCCC2)c(OC)c1 (stereo not drawn)	0.2
64	Cc1ccc(NC(=O)Nc2nc3ccc(S(C)(=O)=O)cc3s2)cc1	-0.2
65	CCOC(=O)N(C)C[C@H]1OCc2ccccc2-c2c(n(C)c3ccccc23)C(=O)N([C@H](C)CO)C[C@H]1C	9.0
66	CCC(=O)N1[C@H](CO)[C@H](c2ccc(C#CC(C)(C)O)cc2)[C@@H]1CN(C)C(C)=O	-1.4[25 µM]
67	O=c1[nH]c(CN2CCCC2)nc2sc3c(c12)CCC3	0.5
68	C/C=C/c1ccc([C@H]2[C@@H](CO)N(c3nc(CC)cs3)[C@H]2CNC(C)C)cc1	45.4[25 µM]
69	CCN1C(=O)C(CC(=O)NC2CCCCC2)N(CC)C1=O (stereo not drawn)	11.0
70	N#C[C@@H]1[C@H](c2ccccc2C2=CCCCC2)[C@@H](CO)N1S(=O)(=O)c1cccc(F)c1	16.9
71	COc1ccc(-c2c(N)cnc(C(=O)O)c2C)c(OCc2ccccc2)c1OC	-40.7
72	CC(OC(=O)CCCc1nc2ccccc2s1)C(=O)NC(N)=O (stereo not drawn)	0.6
73	COc1ccc(-c2c(C)nc3c(-c4ccccn4)cnn3c2N)cc1	-31.4
74	CN1N=C(C(C)(C)C)CSC1=Nc1ccccc1	-12.4
75	C[C@@H]1CCCCO[C@@H](CN(C)S(=O)(=O)c2ccccc2)[C@H](C)CN([C@H](C)CO)C(=O)c2cc(NC(=O)Nc3ccc4c(c3)OCO4)ccc2O1	30.8[25 µM]

The list continues.
#	structure	CD40 NFkB inh
76	O=C(NCc1ccccc1)c1cc(C2COCCN2C(=O)CCc2ccccc2)on1 (stereo not drawn)	4.8
77	COc1ccc2c3c(n(C)c2c1)[C@H](CO)N(C)CC31CN(C(=O)C2CCC2)C1	3.1[25 µM]
78	c1ccc(N2CC3COc4ccccc4C3=N2)cc1 (stereo not drawn)	-75.9
79	c1ccc(-n2cnc3cc(NCc4ccncc4)ccc32)cc1	-68.5
80	O=C(NC1CCN(Cc2ccccc2)CC1)C1CCN(S(=O)(=O)c2ccccc2)CC1	9.1
81	COC(=O)[C@@H]1[C@@H](CO)[C@@H]2Cn3c(ccc(-c4cccnc4)c3=O)[C@@H]2N1Cc1ccccc1F	-2.5[25 µM]
82	O=C(C1CCOCC1)N1CC2(C1)[C@H](c1ccccc1)[C@H](CO)N2C(=O)CC1CC1	-1.8[25 µM]
83	CCCNC(=O)C1(C)CCN(C(=O)c2cc(C(C)(C)C)nn2C)C1 (stereo not drawn)	8.7
84	N#Cc1c(NC(=O)CCCC(=O)O)sc2c1CCCCC2	1.6
85	O=C(CN1CC(=O)Nc2ccccc21)Nc1ccc(F)c(F)c1	-31.1
86	CC(=O)N1CCCc2cc(S(=O)(=O)N(CC(C)C)CC(C)C)ccc21	11.4
87	Cc1cccc(C(=O)Nc2ccc(C(=O)N/N=C/c3ccc4c(c3)OCO4)cc2)c1	4.8
88	c1ccc(-n2ncc3c(N4CCCC4)ncnc32)cc1	18.8
89	Cc1ccc(CNC(=O)CN(c2cccc([N+](=O)[O-])c2)S(C)(=O)=O)cc1	7.9
90	Cc1cccc(C)c1NC(=O)CCCSc1nnc(-c2ccco2)o1	-2.1
91	CC(C)(C)[S@@](=O)N1Cc2cc(C(=O)NCc3ccccn3)nc(-c3cccc(-c4ccccc4F)c3)c2[C@H]1CCO	27.8[25 µM]
92	CCOC(=O)N1CCC(NC(=O)CCc2c(C)nc3ncnn3c2C)CC1	8.6
93	Cc1cc(C)n(CCCNC(=O)c2ccc3c(c2)NC(=O)CS3)n1	4.6
94	CN(C)C(CNS(=O)(=O)c1ccc2ccccc2c1)c1ccccc1 (stereo not drawn)	4.4
95	Cc1c(NC(=O)C(C)OC(=O)CCOc2ccccc2)c(=O)n(-c2ccccc2)n1C (stereo not drawn)	-1.5
96	O=C(CCc1nnc(-c2ccc(-c3ccccc3)cc2)o1)N1CCCCC1	-42.9
97	C[C@@H]1CN([C@@H](C)CO)C(=O)Cc2cc(NC(=O)c3ccncc3)ccc2O[C@H]1CN(C)C(=O)Nc1ccc(F)cc1	-2.7[25 µM]
98	CN(C)CCNC(=O)c1cc2cc(Br)ccc2oc1=O	1.0
99	CO[C@@H]1CN(C)C(=O)c2cc(NS(C)(=O)=O)ccc2OC[C@H](C)N(C(=O)C2CCCC2)C[C@@H]1C	-23.4
100	COc1ccc(NC(=O)CCCOc2ccc(Cl)c(C)c2)cc1S(=O)(=O)N1CCOCC1	1.7
101	O=C1NCCCN1C1OC(CO)C(O)C1O (stereo not drawn)	3.5
102	Cc1cc(C)nc(Nc2nc3ccccc3[nH]2)n1	-55.2
103	O=C(Nc1ccc(-n2cccn2)cc1)C1CCCCN1Cc1cccc2c1OCO2 (stereo not drawn)	-8.2
104	CC(=O)Nc1cccc(C(=O)OCC(=O)NNC(=O)c2cccs2)c1	-1.5
105	C=CCN1c2ccccc2Sc2cnccc21	13.4

Additional records follow.
#	structure	CD40 NFkB inh
106	COCCCn1cnn2c(=O)c3ccccc3nc2c1=O	-39.1
107	C/C(=N\OC(=O)c1c(-c2ccccc2Cl)noc1C)c1nccs1	3.8
108	CCCNCC(=O)Nc1cccc(S(=O)(=O)NC2=NCCCCC2)c1	3.2
109	O=c1ccc(Cc2ccccn2)n[nH]1	-2.6
110	C[C@H]1CN([C@@H](C)CO)C(=O)CCCn2nncc2CO[C@H]1CN(C)S(=O)(=O)c1cn(C)cn1	6.2[25 µM]
111	O=C(O)Cn1nc2ccccc2n1	6.2
112	Nc1ccc(-c2c3ccccc3nc3ccccc23)cc1	0.1
113	CN(Cc1ccc(C(C)(C)C)cc1)C(=O)Cc1ccc(S(=O)(=O)N2CCOCC2)s1	11.4
114	CC1(C(=O)NS(=O)(=O)c2cccc(F)c2)CCN1C(=O)Cc1ccccc1Cl (stereo not drawn)	6.1
115	CCC(=O)N1[C@@H]2CN(C(=O)c3ccncc3)c3ccccc3[C@@H]2[C@@H]1CO	-1.5[25 µM]
116	O=C(C1CCCC1)N1CC(=O)N2[C@H](C1)[C@@H](c1ccc(-c3ccccc3F)cc1)[C@@H]2CO	8.5
117	Cc1ccc(-c2ccc([C@H]3[C@@H](CO)N4CCCCN(Cc5cncnc5)C[C@H]34)cc2)cc1	-52.1[25 µM]
118	CC(=O)C1CCC2C3CCC4=CC(=O)CCC4(C)C3(F)C(O)CC12C (stereo not drawn)	2.3

Bioassay records deposited in PubChem by Broad Institute.

An excerpt; the hit share may differ from the screen's.
